From PubChem
RECQ1 helicase = blocks DNA unwinding by human RECQ1. P46063. RECQ1 DNA unwinding, red fluorescence kinetic read. Potency, µM (highest dose often 57.3 µM), for the others: at the top dose activity, negative = inhibition, hits mostly inhibitors. 0.54% of 240,000 active;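 also: plate controls were vehicle for no effect and no enzyme for full effect; nearly all actives have a fitted effect of over 30% in size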
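50 nM RECQ1T1 preincubated 15 min with compound in Tris pH 8.0 buffer with MgCl2, DTT, Tween-20 and 2.5 ug/ml poly(dI-dC); started with 200 nM TAMRA/BHQ-2 forked duplex and 2 mM ATP. Unwinding read as fluorescence (525/598 nm), two reads 2 h apart.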
KDM4E inh = inhibitors of human JMJD2E histone demethylase; B2RXH2; JMJD2E catalytic domain, FDH-coupled NADH fluorescence (FDH is formaldehyde dehydrogenase); Potency, µM (titrated, usually from 57.1 µM), for inactives: at the top dose activity change, negative = inhibition, usual class: inhibitors; 1.6% of 230,000 active; AID 2147; active = well fitted inhibition curve with a large enough effect, not every such curve was filed as active; inconclusive = small, poorly fitted or top-dose-only effect, or another doubt; inactive = no such curve, though single readings can be large or run the other way;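 also: 0% = wells with enzyme and -100% = buffer wells without enzyme; nearly all actives have a fitted effect of over 50% in size; many of its hits are not listed in these tables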
Target sequence (B2RXH2 1-337 limits assumed): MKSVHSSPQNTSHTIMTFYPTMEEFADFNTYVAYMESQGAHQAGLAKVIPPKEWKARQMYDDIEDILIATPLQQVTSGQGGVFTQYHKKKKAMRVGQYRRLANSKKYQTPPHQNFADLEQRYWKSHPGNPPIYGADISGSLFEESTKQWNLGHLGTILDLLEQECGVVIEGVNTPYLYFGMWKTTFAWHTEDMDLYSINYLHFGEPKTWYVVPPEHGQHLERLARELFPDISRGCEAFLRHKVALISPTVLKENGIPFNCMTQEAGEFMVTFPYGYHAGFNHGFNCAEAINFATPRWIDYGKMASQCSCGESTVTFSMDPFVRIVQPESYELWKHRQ
Epigenetic derep = regulators of epigenetic silencing causing reporter derepression in mouse cells; murine LDR cells, GFP reporter derepression, 30 h; Potency, µM (top dose mostly 53.9 µM), for the others: at the highest dose GFP activation, hits mostly activators; 0.2% of 280,000 active; also: % of control where 0% means no effect; nearly all actives have a fitted effect of over 60% in size
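GFP-positive cell count by laser-scanning cytometry (objects 20–120 um) after 30 h, 37 C compound exposure of murine LDR cells; reporter is CMV-GFP integrated at a silenced locus, inducible by HDAC or DNMT inhibitors.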
GoLoco inh red = inhibitors of human Gai1-RGS12 GoLoco interaction (red fluorophore). Gai1:RGS12 GoLoco peptide FP, rhodamine, 10 min. Potency, µM (doses to about 61.6 µM), without a hit: top-dose activity, negative = inhibition, actives largely listed as inhibitors. P63096. AID 880. 0.44% of 230,000 active; active = well fitted inhibition curve with a large enough effect, not every such curve was filed as active; inactive = no such curve, though single readings can be large or run the other way; also: % is scaled to controls: 0 for no effect and ±100 for the full control effect; nearly all actives have a fitted effect of over 30% in size; many of its hits are not listed in these tables
Target sequence (P63096 whole entry, looked up): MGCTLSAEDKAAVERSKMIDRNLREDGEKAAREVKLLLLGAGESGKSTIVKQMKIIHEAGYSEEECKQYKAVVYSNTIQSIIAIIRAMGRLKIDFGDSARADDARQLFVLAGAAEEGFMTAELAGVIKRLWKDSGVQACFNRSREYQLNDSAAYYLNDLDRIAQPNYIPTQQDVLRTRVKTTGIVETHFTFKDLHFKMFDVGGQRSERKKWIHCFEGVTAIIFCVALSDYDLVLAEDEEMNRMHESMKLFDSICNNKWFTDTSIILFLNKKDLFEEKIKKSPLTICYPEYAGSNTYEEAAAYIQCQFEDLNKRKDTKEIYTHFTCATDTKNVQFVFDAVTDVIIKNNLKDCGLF
SMN2 splice up = increases expression of the SMN2 splice variant | HEK293 SMN2-luciferase splicing reporter, luminescence, 30-36 h | Potency, µM (top dose mostly 46.1 µM), for inactives: top-dose activity change, positive = activation, actives largely listed as activators | 2.8% of 210,000 active | AID 1458; also: % of control where 0% means no effect; nearly all actives have a fitted effect of over 55% in size
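HEK293 cells carry an SMN2 minigene-luciferase reporter in which exon 7 inclusion puts luciferase in frame. Cells were seeded at 2000 cells/well, attached for 10-12 hours, then exposed to compounds for 30-36 hours at 37C before ONE-Glo luminescence.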
KinaseGlo FLuc = Kinase-Glo luciferase inhibition (counter-screen) | Q27757 | Kinase-Glo luciferase, ATP luminescence, 8 min | Potency, µM (doses to about 38.3 µM), inactives show at the top dose activity change, negative = inhibition, hits mostly inhibitors | 0.28% of 200,000 active; also: % is scaled to controls: 0 for no effect and ±100 for the full control effect; nearly all actives have a fitted effect of over 60% in size
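Light output from Kinase-Glo luciferase with luciferin and 10 uM ATP in 50 mM imidazole pH 7.2, KCl, MgCl2, Tween 20, BSA; compound pin-delivered, 8-min ambient incubation, then luminescence read.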
IMPase Li cell = membrane-permeable IMPase blocker, potentiated with lithium. CHO-M1 cells, IP1 TR-FRET (IP-One), carbachol + lithium. Potency, µM (top dose mostly 59.4 µM), for the others: at the top dose activity, negative = IMPase inhibition, most hits filed as inhibitors. 0.35% of 210,000 active. AID 1457;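 also: IP1 builds up when IMPase is blocked and the TR-FRET signal falls; plate controls were basal vehicle for no effect and high inhibitor control for full effect; nearly all actives have a fitted effect of over 50% in size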
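CHO cells stably expressing M1 receptor (2000/well, cultured 16–30 h) treated 30 min at 37C with compound plus low lithium. Cytosolic IP1 by TR-FRET (665/620 ratio and 620 channel) after 10 min lysis; AC50 by Hill fit.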
NPSR antag = antagonists of human neuropeptide S receptor cAMP signaling; Q6W5P4; CHO-NPSR cells, cAMP TR-FRET, antagonist mode; Potency, µM (doses to about 38.3 µM), for inactives: at the top dose activity change, negative = inhibition, most hits filed as inhibitors; 1% of 220,000 active; also: % is scaled to controls: 0 for no effect and ±100 for the full control effect; nearly all actives have a fitted effect of over 50% in size; many of its hits are not listed in these tables
Target sequence (Q6W5P4 whole entry, looked up): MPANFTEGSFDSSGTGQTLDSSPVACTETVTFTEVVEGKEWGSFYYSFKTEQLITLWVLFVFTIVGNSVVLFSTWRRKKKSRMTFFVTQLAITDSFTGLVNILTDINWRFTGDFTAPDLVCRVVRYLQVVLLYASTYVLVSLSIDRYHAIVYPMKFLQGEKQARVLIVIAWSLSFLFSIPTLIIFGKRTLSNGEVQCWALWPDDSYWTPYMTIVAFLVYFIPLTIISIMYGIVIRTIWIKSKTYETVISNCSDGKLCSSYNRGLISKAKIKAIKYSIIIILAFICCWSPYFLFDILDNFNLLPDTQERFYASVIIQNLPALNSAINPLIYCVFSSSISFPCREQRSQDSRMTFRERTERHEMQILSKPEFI
* = called active by the depositor; [ ] = remark or other dose. Unless noted, calls follow the shape of the dose curve; as a rule, active = well fitted curve in the direction sought with a large enough effect; inconclusive = small, poorly fitted or top-dose-only effect, or another doubt; inactive = no such curve, though single readings can be large; an effect the other way counts as inactive or inconclusive. Potency is read from the fitted curve at half-maximal effect.

Results for Cc1ccc(NC(=O)COC(=O)CNC(=O)c2ccc3ccccc3c2)c([N+](=O)[O-])c1 ?
RECQ1 helicase: -5%; KDM4E inh: 0%; Epigenetic derep: 1.0%; GoLoco inh red: 1%; SMN2 splice up: -3%; KinaseGlo FLuc: 0%; IMPase Li cell: -3%; NPSR antag: 3%

Results for COCCNC(=O)C(NC(=O)C1CCCCC1)C(C)C (stereo not given) ?
RECQ1 helicase: -9%; KDM4E inh: 3%; Epigenetic derep: 2.2%; GoLoco inh red: 4%; SMN2 splice up: -11%; KinaseGlo FLuc: -3%; IMPase Li cell: -6%; NPSR antag: 14%

Results for Cc1ccc(-c2nnc(-c3ccc4ccccc4c3)o2)cc1 ?
GoLoco inh red: 4%[14.2 µM]; SMN2 splice up: inconclusive; KinaseGlo FLuc: -6%[7.66 µM]; IMPase Li cell: 0%

Results for COc1ccc2c(c1OC)C(Cc1ccccc1)N1CCc3cc4c(cc3C1=C2)OCO4 (stereo not given) ?
RECQ1 helicase: -3%; KDM4E inh: -2%; Epigenetic derep: 3.9%; GoLoco inh red: 22%; KinaseGlo FLuc: -19%; IMPase Li cell: 14%

Results for Cc1cccc2c1CC(C)(C)N/C2=C\C(N)=O ?
RECQ1 helicase: -9%; KDM4E inh: -24%; Epigenetic derep: -1.0%; GoLoco inh red: 7%; SMN2 splice up: -3%; KinaseGlo FLuc: 2%; IMPase Li cell: -7%; NPSR antag: 16%

Results for Cc1ccc(-n2c(=O)c(C#N)cc3c(=O)n4ccccc4nc32)cc1C ?
RECQ1 helicase: 1%; KDM4E inh: inconclusive; Epigenetic derep: 0.0%; GoLoco inh red: 18%; SMN2 splice up: 3%; KinaseGlo FLuc: -2%; IMPase Li cell: -29%[38.3 µM]; NPSR antag: -1%[46.1 µM]

Results for Cc1ccc(-c2ncccc2OC(=O)C23CC4CC(CC(C4)C2)C3)cc1 ?
RECQ1 helicase: -4%; KDM4E inh: inconclusive; Epigenetic derep: -2.3%; GoLoco inh red: 11%; SMN2 splice up: -4%; KinaseGlo FLuc: -3%; IMPase Li cell: -5%[38.3 µM]; NPSR antag: -17%[46.1 µM]

Results for CCOC(=O)Cn1nc(C)n(-c2ccc(Cl)cc2)c1=O ?
RECQ1 helicase: inactive; KDM4E inh: -1%; Epigenetic derep: 0.1%; GoLoco inh red: 13%; SMN2 splice up: 2%; KinaseGlo FLuc: 2%; IMPase Li cell: 0%; NPSR antag: 9%

Results for O=C(c1cccc(F)c1)N1CCN(CC2CC3C=CC2C3)CC1 (stereo not given) ?
RECQ1 helicase: -5%; KDM4E inh: -11%; Epigenetic derep: 0.2%; GoLoco inh red: 4%; SMN2 splice up: 1%; KinaseGlo FLuc: -2%; IMPase Li cell: 7%[38.3 µM]; NPSR antag: 6%[7.67 µM]

Results for Cn1c(=O)n(C)c2cc([N+](=O)[O-])c(N3CCN(C(=O)c4ccccc4)CC3)cc21 ?
RECQ1 helicase: 3%; KDM4E inh: 3%; Epigenetic derep: 3.1%; GoLoco inh red: 5%; SMN2 splice up: -43%[inhibitor]; KinaseGlo FLuc: 0%; IMPase Li cell: 7%[38.3 µM]; NPSR antag: 9%[46.1 µM]

Results for COC(=O)c1ccccc1NC(=O)C1CCN(C(=O)c2cc(OC)c(OC)c(OC)c2)CC1 ?
RECQ1 helicase: -5%; KDM4E inh: inconclusive; Epigenetic derep: 0.0%; GoLoco inh red: -1%; SMN2 splice up: -7%; KinaseGlo FLuc: -1%; IMPase Li cell: 5%[38.3 µM]; NPSR antag: -11%[46.1 µM]

How did Cc1ccc(CNC(=O)C23CN(Cc4ccccc4)CC2C(c2ccc([N+](=O)[O-])cc2)=NO3)cc1 (stereo not given) do in these assays?
RECQ1 helicase: inactive; KDM4E inh: -3%; Epigenetic derep: -1.9%; GoLoco inh red: -20%; SMN2 splice up: -14%; KinaseGlo FLuc: 0%; IMPase Li cell: -8%[38.3 µM]; NPSR antag: -16%[46.1 µM]

How did Clc1ccc(OCc2nnc(SCc3nnc(-c4ccccc4)o3)o2)c(Cl)c1 do in these assays?
RECQ1 helicase: -4%; KDM4E inh: 3%; Epigenetic derep: -1.1%; GoLoco inh red: 3%; SMN2 splice up: -1%; KinaseGlo FLuc: -8%; IMPase Li cell: 28%[38.3 µM]; NPSR antag: inconclusive

What do the screens show for `Cc1ccc(S(=O)(=O)N2CCN(C(=O)CSc3nnc(C)s3)C2)cc1`?
RECQ1 helicase: -6%; KDM4E inh: 13%; Epigenetic derep: 1.8%; GoLoco inh red: -8%; SMN2 splice up: -7%; KinaseGlo FLuc: -5%; IMPase Li cell: -1%[38.3 µM]; NPSR antag: -3%[46.1 µM]

How did CC(C)NC(=O)C(=O)NCCc1ccc(Cl)cc1 do in these assays?
RECQ1 helicase: inactive; KDM4E inh: 10%; Epigenetic derep: 0.9%; GoLoco inh red: 4%; SMN2 splice up: -5%; KinaseGlo FLuc: -2%; IMPase Li cell: 22%[38.3 µM]; NPSR antag: -3%[46.1 µM]

Results for c1ccc2nc3c(cc2c1)CCCCCC3 ?
RECQ1 helicase: -12%; KDM4E inh: -2%; Epigenetic derep: -8.7%; GoLoco inh red: 13%; SMN2 splice up: -8%; KinaseGlo FLuc: -4%; IMPase Li cell: 25%[38.3 µM]; NPSR antag: 1%[46.1 µM]

How did O=C(Cc1csc(-c2ccccc2)n1)NCc1ccco1 do in these assays?
RECQ1 helicase: -3%; KDM4E inh: -7%; Epigenetic derep: -3.4%; GoLoco inh red: 5%; SMN2 splice up: 12%; KinaseGlo FLuc: 1%; IMPase Li cell: 4%; NPSR antag: 3%

How did COC(=O)c1cc2oc(C)cc2n1CC(=O)Nc1ccc(C)c(C)c1 do in these assays?
RECQ1 helicase: -4%; KDM4E inh: 6%; Epigenetic derep: -0.8%; GoLoco inh red: 21%; SMN2 splice up: 3%; KinaseGlo FLuc: -1%; IMPase Li cell: 21%[38.3 µM]; NPSR antag: -19%[46.1 µM]

What do the screens show for `CCOc1ccc(/C(CCC(=O)O)=N/NC(=S)NCCc2ccccc2)cc1`?
RECQ1 helicase: -1%; KDM4E inh: -11%; Epigenetic derep: 12%; GoLoco inh red: 6%; SMN2 splice up: 4%; KinaseGlo FLuc: 2%; IMPase Li cell: 5%; NPSR antag: -22%

What do the screens show for `Cc1[nH]c2ccc(CNS(=O)(=O)c3ccc(S(=O)(=O)N4CCOCC4)cc3)cc2c1C`?
RECQ1 helicase: -5%; KDM4E inh: -5%; Epigenetic derep: -2.5%; GoLoco inh red: 21%; SMN2 splice up: -30%[inhibitor]; KinaseGlo FLuc: 18%; IMPase Li cell: 33%[activator][38.3 µM]; NPSR antag: -6%[46.1 µM]

How did O=C(Nc1ccc2c(c1)OCCO2)C1CCN(S(=O)(=O)c2cccc3nsnc23)CC1 do in these assays?
RECQ1 helicase: inactive; KDM4E inh: 4%; Epigenetic derep: 3.8%; GoLoco inh red: 15%; SMN2 splice up: -15%; KinaseGlo FLuc: -4%; IMPase Li cell: -2%[38.3 µM]; NPSR antag: -15%[46.1 µM]

How did O=C(CN1CCN(Cc2ccccc2F)C1=O)NCC1CCCO1 (stereo not given) do in these assays?
RECQ1 helicase: inactive; KDM4E inh: 3%; Epigenetic derep: 0.0%; GoLoco inh red: -5%; NPSR antag: 15%

Results for CC(C)(C)N(NC(=O)OCc1ccccc1)C(=O)c1ccccc1 ?
RECQ1 helicase: -4%; KDM4E inh: 1%; Epigenetic derep: -1.3%; GoLoco inh red: 5%; SMN2 splice up: -1%; KinaseGlo FLuc: -5%; IMPase Li cell: -2%; NPSR antag: 8%

Results for CCOC(=O)COn1c(=O)c(-c2cccs2)[n+]([O-])c2ccccc21 ?
RECQ1 helicase: -1%; KDM4E inh: inconclusive; Epigenetic derep: -2.6%; GoLoco inh red: 10%; SMN2 splice up: -11%; KinaseGlo FLuc: 1%; IMPase Li cell: 5%[38.3 µM]; NPSR antag: -16%[46.1 µM]

What do the screens show for `COc1cc(NC(=S)N2CCN(C(=O)c3ccco3)CC2)c(OC)cc1Cl`?
RECQ1 helicase: -5%; KDM4E inh: 5%; Epigenetic derep: -1.0%; GoLoco inh red: 2%; SMN2 splice up: -5%; KinaseGlo FLuc: 1%; IMPase Li cell: 9%; NPSR antag: 18%

What do the screens show for `CCc1nc2sc3c(c2c(=O)n1N)CCC3`?
RECQ1 helicase: 2%; KDM4E inh: -8%; Epigenetic derep: 1.1%; GoLoco inh red: 5%; SMN2 splice up: -18%; KinaseGlo FLuc: -8%; IMPase Li cell: -7%[38.3 µM]; NPSR antag: 0%[46.1 µM]

Results for NC(=O)N/N=C/c1cn(-c2ccccc2)nc1-c1ccccc1 ?
RECQ1 helicase: -17%; KDM4E inh: -23%; Epigenetic derep: 2.5%; GoLoco inh red: 0%; SMN2 splice up: inconclusive; KinaseGlo FLuc: inconclusive; IMPase Li cell: -10%; NPSR antag: -8%

What do the screens show for `CCN(CC)CCCn1c(C)cc2c(c1=O)C(c1cc(OC)c(OC)cc1OC)C(C#N)=C(N)O2` (stereo not given)?
RECQ1 helicase: -4%; KDM4E inh: -2%; Epigenetic derep: 0.7%; GoLoco inh red: -1%; SMN2 splice up: 1%; KinaseGlo FLuc: -4%; IMPase Li cell: 11%[38.3 µM]; NPSR antag: -5%[46.1 µM]

Results for O=C(CSC(=S)N1CCSCC1)c1ccccc1 ?
RECQ1 helicase: -13%; KDM4E inh: -4%; Epigenetic derep: -0.1%; GoLoco inh red: -7%; SMN2 splice up: 13µM*; KinaseGlo FLuc: -7%; IMPase Li cell: 2%; NPSR antag: -4%

What do the screens show for `O=c1c2ccc([N+](=O)[O-])cc2ncn1Cc1ccccc1C(F)(F)F`?
RECQ1 helicase: -2%; KDM4E inh: 9%; Epigenetic derep: 3.4%; GoLoco inh red: 13%; SMN2 splice up: 6%; KinaseGlo FLuc: -3%; IMPase Li cell: -7%; NPSR antag: 5%

An excerpt, so the mix of outcomes need not match the whole.
